NS5 inhibitors = flavivirus cap methylation enzyme inhibition – biochemical, confirmation dose response, primary screen (AID 588689); Dengue-2 NS5 methyltransferase capping enzyme assay, biochemical; higher % means a stronger effect; one-dose inhibition, % at 25 µM; IC50 in µM for titrated hits; 0.3% of 340,000 active; in the data active = a potency from the dose series; inconclusive = inhibition above about 29% without an active follow-up result
XIAP antagonists = XIAP antagonists, biochemical, IAP family, fluorescence polarization (AID 1018); 0.007% of 200,000 active; XIAP BIR domain, fluorescence polarization peptide displacement; higher % means a stronger effect; one-dose displacement, % at 20 µM; IC50 in µM for titrated hits; in the data active = displacement above about 50%; note: a part of the inactive calls stands beside numbers as strong as those of hits
SIAH1 antagonists = Siah-1 peptide-binding antagonists, primary screen, biochemical, fluorescence polarization, rhodamine-plectin, uHTS (AID 1817); Siah-1 / rhodamine-plectin peptide fluorescence polarization; higher % means a stronger effect; displacement, % at 20 µM; hits with a dose series show IC50 in µM; 0.02% of 290,000 active;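 active = displacement of at least 50% at 20 µM, with a fluorescence ratio check between 0.3 and a set limit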;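 note: plate controls were Siah plus tracer with DMSO for no effect and tracer alone without Siah for full effect; strong numbers were not always called active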
SV40 large T antigen = SV40 large T antigen inhibitors, biochemical (AID 1903). SV40 large T antigen ATPase/helicase inhibition assay; higher % means a stronger effect. one-dose inhibition, % at 20 µM; IC50 in µM for titrated hits. 0.39% of 310,000 active; in the data active = a potency from the dose series; inconclusive = inhibition mostly from about 32% at the one dose, without a potency; inactive = the rest, 99 in 100 with inhibition below about 32%; note: strong numbers were not always called active
AID2073 = disruptors of CaV2.2 binding to Mint1 – biochemical, HTRF (AID 2073); inhibition, % at 20 µM, or IC50 in µM where a hit was titrated; 0.19% of 290,000 active; HTRF protein-protein interaction, Mint1-CaV2.2; higher % means a stronger effect; in the data active = inhibition mostly above about 51%, no sharp cut-off; inconclusive = no clear call, values can overlap the other calls; inactive = mostly below about 53%; note: some results filed as inactive read as strong as hits
MgcRacGAP inhibition = MgcRacGAP GTPase-activating activity inhibitors, confirmation, biochemical, ADP Hunter fluorescence; MgcRacGAP-stimulated Rac1 GTP hydrolysis, ADP Hunter fluorescence; higher % means a stronger effect; GST-tagged Rac1 F28L mutant substrate; one-dose inhibition, % at 30 µM; IC50 in µM for titrated hits; 0.6% of 340,000 active; AID 624330;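 active = first-screen hits whose inhibition reached a set limit at any dose in the follow-up dose series; inconclusive = inhibition above the set first-screen limit but never retested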;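 note: fluorescence reports GDP produced by GAP-driven GTP hydrolysis; strong numbers were not always called active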
RSV CPE inhibition = inhibition of RSV-induced cytopathic effect – HEp-2 cells, primary 10 µM value included (AID 2391); HEp-2 cells, RSV-induced CPE inhibition; higher % means a stronger effect; one-dose CPE inhibition, % at 10 µM; IC50 in µM for titrated hits; 0.13% of 310,000 active; in the data active = a potency from the dose series; inconclusive = CPE inhibition mostly from about 23% at the one dose, without a potency; inactive = the rest, 99 in 100 with CPE inhibition below about 21%; note: strong numbers were not always called active
HIV fusion peptide = inhibitors of HIV fusion peptide binding, primary screen, biochemical, uHTS, fluorescence dequenching (AID 1986); cell-free peptide binding, fluorescence dequenching, 30 min; higher % means a stronger effect; inhibition, % at 20 µM, or IC50 in µM where a hit was titrated; 0.3% of 290,000 active; in the data active = inhibition mostly above about 52%, no sharp cut-off; inactive = mostly below about 76%; note: some results filed as inactive read as strong as hits
LYP inhibition = PTPN22 lymphoid phosphatase activity blockers – biochemical, fluorescence intensity, uHTS (AID 1779). 0.054% of 290,000 active. one-dose inhibition, % at 11.5 µM; IC50 in µM for titrated hits. recombinant LYP phosphatase, fluorescence intensity; higher % means a stronger effect; in the data active = inhibition above about 50%;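 note: plate controls were vehicle with enzyme for no effect and no enzyme for full effect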
NS5 inhibitors pilot replicate = also measured in NS5 inhibitors; calls as there; inhibition, %; measured here: pilot screen replicate inhibition
Numbers without * were called inactive; ? = inconclusive; . = not tested or not shown.

SMILES	NS5 inhibitors	XIAP antagonists	SIAH1 antagonists	SV40 large T antigen	AID2073	MgcRacGAP inhibition	RSV CPE inhibition	HIV fusion peptide	LYP inhibition	others
CNC(=O)c1ccsc1NC(=O)c1ccc(S(=O)(=O)N2CCCc3ccccc32)cc1	-3%	-4.9%	-8%	-16%	-22%	9%	13%	2.1%	2%
CCn1c(CSc2nc3ccccc3s2)nnc1SCC(=O)c1ccc(O)cc1O	-5%	-1.7%	2%	26%	-5%	7%	1.5%	-0.8%	-4%
CCOc1cc(C2C3=C(CCCC3=O)OC3=C2C(=O)CCC3)cc([N+](=O)[O-])c1O	15%	-7.1%	-3%	5%	-9%	3%	-0.2%	-2.9%	0%
CCc1noc(C)c1C(=O)N(CCCOC)c1c(N)n(Cc2ccccc2)c(=O)[nH]c1=O	4%	.	.	11%	.	0%	-2.0%	.	.
CCn1cc(SCC(=O)NCC2CCCO2)c2ccccc21 (configuration not stated)	-4%	.	1%	18%	-3%	3%	0.4%	-1.4%	-1%
N[C@@H](CO)c1nnc([C@H](CC(=O)O)NC(=O)C2CCNCC2)o1	0%	-1.3%	0%	1%	-1%	1%	1.4%	1.0%	1%
COc1ccc(C2=NS(=O)(=O)N(C)C(C(=O)N3C(C)CCCC3C)=C2)cc1 (configuration not stated)	-3%	.	-2%	5%	7%	7%	2.2%	0.8%	-1%
Cc1ccc(C(=O)NC(=S)NNC(=O)CCN2CCOCC2)cc1	-12%	0.8%	5%	22%	-5%	5%	-0.6%	-0.4%	-3%
Cc1cc(C)c(NC2=CC(=O)CC(C)(C)C2)c(C#N)c1	-7%	0.3%	-2%	6%	1%	-8%	1.4%	-0.7%	-1%
COc1cc(NC(=S)N2CCOCC2)c(OC)cc1Cl	.	.	-7%	3%	-25%	.	1.1%	-1.1%	-7%

Compounds shown so far containing two or more sulfur atoms (2):
SMILES	NS5 inhibitors	XIAP antagonists	SIAH1 antagonists	SV40 large T antigen	AID2073	MgcRacGAP inhibition	RSV CPE inhibition	HIV fusion peptide	LYP inhibition	others
CNC(=O)c1ccsc1NC(=O)c1ccc(S(=O)(=O)N2CCCc3ccccc32)cc1	-3%	-4.9%	-8%	-16%	-22%	9%	13%	2.1%	2%
CCn1c(CSc2nc3ccccc3s2)nnc1SCC(=O)c1ccc(O)cc1O	-5%	-1.7%	2%	26%	-5%	7%	1.5%	-0.8%	-4%

The list continues:
SMILES	NS5 inhibitors	XIAP antagonists	SIAH1 antagonists	SV40 large T antigen	AID2073	MgcRacGAP inhibition	RSV CPE inhibition	HIV fusion peptide	LYP inhibition	others
Cc1cc(NC(=O)c2ccco2)ccc1NC(=O)c1ccco1	-9%	.	10%	.	9%	1%	.	-1.1%	-9%
O=C(Oc1ccc2c(c1)C(=O)c1ccccc1CO2)c1ccccc1	1%	0.4%	1%	6%	-4%	10%	13%	-0.6%	4%
COc1ccc2cc(C(=O)C3CCCN(C(=O)c4cnn(C(C)C)c4)C3)ccc2c1 (configuration not stated)	-5%	.	0%	12%	17%	4%	3.4%	0.3%	-17%
OCCN(CC(O)Cn1ccc2ccccc21)CC(O)Cn1ccc2ccccc21 (configuration not stated)	3%	-4.3%	0%	19%	10%	3%	0.0%	3.9%	-7%
COCCn1c(SCc2nc(N)nc(Nc3ccccc3C)n2)nc2ccccc2c1=O	-10%	-1.2%	0%	3%	20%	9%	-0.3%	-1.1%	-7%
CCOC(=O)[C@@H]1[C@H]2COc3ccc(Br)cc3[C@@H]2N2C(=O)N(c3ccc(C(F)(F)F)cc3)C(=O)[C@@]12C	0%	.	3%	11%	-4%	5%	-3.3%	1.4%	-6%
Cc1ccc(C)c(NC(=O)CN(C)C(=O)/C=C/c2ccco2)c1	3%	-5.7%	-2%	3%	4%	-14%	3.4%	-1.0%	-5%
CCOC(=O)/C=C/C(=O)Nc1ccc(S(=O)(=O)N(C)c2ccccc2)cc1	-14%	-4.0%	21%	16%	23%	15%	2.5%	7.9%	1%
COc1cc(-c2nnc(-c3ccc(S(=O)(=O)c4ccccc4)cc3)o2)cc(OC)c1OC	-4%	-6.3%	2%	1%	50%	3%	.	6.2%	13%
O=C(c1ccco1)c1cn(CC(=O)N2CCCCC2)c2ccccc12	-2%	-2.3%	2%	3%	12%	8%	0.7%	-1.5%	0%

A stretch from the list above, as a working copy:
SMILES	NS5 inhibitors	XIAP antagonists	SIAH1 antagonists	SV40 large T antigen	AID2073	MgcRacGAP inhibition	RSV CPE inhibition	HIV fusion peptide	LYP inhibition	others
O=C(Oc1ccc2c(c1)C(=O)c1ccccc1CO2)c1ccccc1	1%	0.4%	1%	6%	-4%	10%	13%	-0.6%	4%
COc1ccc2cc(C(=O)C3CCCN(C(=O)c4cnn(C(C)C)c4)C3)ccc2c1 (configuration not stated)	-5%	.	0%	12%	17%	4%	3.4%	0.3%	-17%
OCCN(CC(O)Cn1ccc2ccccc21)CC(O)Cn1ccc2ccccc21 (configuration not stated)	3%	-4.3%	0%	19%	10%	3%	0.0%	3.9%	-7%

Next part:
SMILES	NS5 inhibitors	XIAP antagonists	SIAH1 antagonists	SV40 large T antigen	AID2073	MgcRacGAP inhibition	RSV CPE inhibition	HIV fusion peptide	LYP inhibition	others
COc1ccc(NC(=O)C2CCCN(S(=O)(=O)c3ccc4[nH]c(=O)ccc4c3)C2)cc1 (configuration not stated)	18%	.	3%	.	3%	6%	-1.9%	0.6%	-11%
Cc1ccc(S(=O)(=O)N2CCN(C(=O)Cc3ccc(S(=O)(=O)N4CCOCC4)s3)CC2)cc1	0%	.	7%	18%	4%	4%	1.1%	0.4%	-6%
CSCC(=O)N1CCC(n2nccc2NC(=O)CCCc2ccccc2)CC1	0%	.	8%	19%	0%	12%	0.9%	-1.7%	-2%
Cc1ccc(-c2cc(C(=O)N3CCOCC3)no2)cc1	-4%	.	0%	3%	10%	0%	-0.2%	-0.3%	-7%
COc1ccccc1NS(=O)(=O)c1ccc(N/N=C/c2c(C)nn(-c3ccccc3)c2N2CCCC2)c([N+](=O)[O-])c1	1%	-6.1%	1%	10%	15%	15%	1.1%	-5.2%	5%
Cc1cc(-c2ccccc2)nc(N/N=C/c2ccc(N(C)C)cc2)n1	-12%	.	.	30%	.	75µM*	?	.	.
CCCCn1c(SCC(=O)Nc2nnc(CC)s2)nc2ccccc2c1=O	-4%	-1.0%	10%	2%	19%	-1%	1.5%	-1.2%	4%	NS5 inhibitors pilot replicate=2.6
O=C(N=Nc1c(O)[nH]c2ccc(Cl)cc12)c1cc(-c2cccs2)nc2ccccc12	2%	-6.8%	5%	4%	18%	-2%	0.7%	0.9%	-7%
CCn1c(=O)n(CC)c2cc(NC(=O)CSc3ccc([N+](=O)[O-])cn3)ccc21	-8%	.	2%	8%	8%	4%	1.6%	-1.7%	-1%
O=C(O)CCCN1C(=O)/C(=C/c2ccc(-c3nc4ccccc4s3)o2)SC1=S	?	-2.0%	-16%	25%	22%	12%	17%	12µM*	7.7µM*
O=C(CCCN1C(=O)S/C(=C\c2ccccc2)C1=O)NNC(=O)c1ccccc1O	-1%	-3.6%	-5%	6%	-6%	12%	0.9%	4.2%	-5%
COC(=O)c1c(NC(=O)CN2CCN(c3ccccc3Cl)CC2)sc(C)c1C	4%	-5.1%	4%	18%	1%	18%	5.0%	-0.9%	8%
CC(=O)NC(=S)Nc1ccc(S(=O)(=O)N(C)Cc2ccccc2)cc1	-4%	-5.6%	-3%	4%	-8%	4%	0.1%	-0.3%	13%
Cc1ccc(NC(=O)CSc2nnc(Cn3cnc4ccccc43)o2)c(C)c1	-5%	-6.5%	-2%	9%	2%	8%	2.8%	-1.1%	2%
Cc1nc2sc(C(c3ccco3)N3CCN(c4ccc(F)cc4)CC3)c(O)n2n1 (configuration not stated)	-2%	-11%	-6%	6%	4%	7%	0.9%	-1.4%	4%
CCOc1c2ccc(C(=O)N[C@H](C)C3CCCCC3)cc2nn1CCOC	3%	-4.8%	-3%	1%	34%	3%	1.4%	0.2%	-4%
CCOC(=O)c1ccccc1NS(=O)(=O)c1cnn(CC)c1C	-2%	.	-3%	13%	7%	6%	1.5%	-0.6%	-8%
COC(=O)CN(C(=S)Nc1ccc(F)cc1)C1CC(=O)N(c2ccc(OC)cc2)C1=O (configuration not stated)	0%	-0.2%	3%	6%	-22%	-1%	-0.4%	0.3%	-1%
CC(=O)NC1=C(C#N)C(c2ccccc2)c2c(ccc3ccccc23)O1 (configuration not stated)	-8%	-6.3%	-5%	10%	2%	10%	20%	-0.8%	-13%
C(=N\n1cnnc1)/c1ccccc1OCCOc1ccccc1	-1%	0.8%	2%	-3%	3%	17%	4.0%	2.0%	-6%
Cc1nn(Cc2ccc(F)cc2)c(C)c1NC(=O)c1noc2c1CCCCC2	-6%	-0.4%	1%	5%	-1%	7%	0.0%	0.2%	-4%
COc1ccc(Cn2cc(F)c(=O)n(CCC(C)C)c2=O)cc1[N+](=O)[O-]	3%	-7.3%	-1%	16%	-4%	1%	-1.3%	1.3%	2%
Cc1ccc(/C=C2\SC(=S)N(c3c(C)n(C)n(-c4ccccc4)c3=O)C2=O)cc1	-4%	-2.4%	-2%	17%	-22%	7%	-1.5%	-0.2%	11%
Cc1ccn2cc(-c3cccc(S(=O)(=O)N4CCCCC4)c3)nc2c1	-6%	.	2%	25%	12%	11%	5.9%	-1.0%	-3%
COc1cccc(C2=CC(c3ccc(N(C)C)cc3)n3ncnc3N2)c1 (configuration not stated)	.	-2.5%	3%	31%	12%	.	?	-0.2%	4%
COc1ccc(C2CC(=O)c3cnc(NC(=O)c4ccco4)nc3C2)cc1 (configuration not stated)	-1%	.	-4%	-13%	4%	8%	0.5%	-0.1%	-5%
Cc1ccc(OCC(=O)NCCN2CCCC2)cc1	-6%	-5.7%	0%	5%	?	2%	2.4%	-0.8%	2%
Cc1cc(C(=O)N/N=C2\CCCC(=O)C2)c2ccccc2n1	1%	1.2%	5%	13%	4%	10%	0.5%	6.9%	-7%
O=c1c2ccccc2ncn1CCOCCOc1cccc(Br)c1	-3%	-5.2%	-1%	1%	2%	6%	0.8%	-0.6%	0%

Reprinted at random: 4 compounds from above, in no set order.
SMILES	NS5 inhibitors	XIAP antagonists	SIAH1 antagonists	SV40 large T antigen	AID2073	MgcRacGAP inhibition	RSV CPE inhibition	HIV fusion peptide	LYP inhibition	others
COc1ccc(NC(=O)C2CCCN(S(=O)(=O)c3ccc4[nH]c(=O)ccc4c3)C2)cc1 (configuration not stated)	18%	.	3%	.	3%	6%	-1.9%	0.6%	-11%
Cc1ccc(S(=O)(=O)N2CCN(C(=O)Cc3ccc(S(=O)(=O)N4CCOCC4)s3)CC2)cc1	0%	.	7%	18%	4%	4%	1.1%	0.4%	-6%
COc1cc(-c2nnc(-c3ccc(S(=O)(=O)c4ccccc4)cc3)o2)cc(OC)c1OC	-4%	-6.3%	2%	1%	50%	3%	.	6.2%	13%
O=C(Oc1ccc2c(c1)C(=O)c1ccccc1CO2)c1ccccc1	1%	0.4%	1%	6%	-4%	10%	13%	-0.6%	4%

Bioassay records (PubChem)
